p97 ATPase inh: blocks human p97 ATPase activity; P55072; 220,000 compounds, 0.42% hits; recombinant p97 ATPase, Kinase-Glo ATP luminescence, 3 h; inhibition, % at 8 µM; in the data active = inhibition above about 15%;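 also: 0% = DMSO vehicle and 100% = wells lacking enzyme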
14-3-3 Bad inh: disrupts binding of bovine 14-3-3 zeta to phospho-Bad peptide; P63103; TR-FRET 14-3-3zeta/Dy647-pBad peptide displacement, 1 h; inhibition, % at 21.7 µM; 220,000 compounds, 0.71% hits; AID 781;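 active = inhibition above about 70%, limit read from the data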;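 also: 0% = full 14-3-3 plus peptide FRET controls and 100% = background without 14-3-3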
eIF4E 4G PPI: eIF4E/eIF4G interaction inhibition in translation initiation. P63073+Q04637. 220,000 compounds, 0.37% hits. TR-FRET eIF4E-eIF4GI(517-606) binding, 2 h. inhibition, % at 21.7 µM;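 active = inhibition above about 30%, limit read from the data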;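 also: 0% = full FRET control wells and 100% = background wells lacking eIF4GI fragment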
hK5 inh: blocks human kallikrein 5 protease activity; Q9Y337; recombinant hK5, fluorogenic AMC substrate cleavage; inhibition, % at 5 µM; 210,000 compounds, 0.59% hits;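 active = inhibition of 40% or more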;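 also: 0% = enzyme controls without compound and 100% = no-enzyme blanks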
FXIa inh: factor XIa (human) inhibition. P03951. purified FXIa, Boc-Glu-Ala-Arg-AMC fluorogenic substrate. inhibition, % at 5 µM. 220,000 compounds, 0.14% hits;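 active = inhibition of at least 40%; inactive = inhibition below 40%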;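 also: fluorescence of freed AMC excited at 355 nm; 0% = enzyme without compound and 100% = no enzyme blank; many of its hits are not listed in these tables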
FXIIa inh 1536: blocks human coagulation factor XIIa protease activity | P00748 | 220,000 compounds, 0.3% hits | AID 800 | purified FXIIa, Boc-QGR-AMC fluorogenic substrate, 2 h | inhibition, % at 5 µM; in the data active = inhibition above about 40%;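 also: 0% = enzyme with no compound and 100% = blank without enzyme; many of its hits are not listed in these tables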
Target sequence (P00748 20-372 limits assumed): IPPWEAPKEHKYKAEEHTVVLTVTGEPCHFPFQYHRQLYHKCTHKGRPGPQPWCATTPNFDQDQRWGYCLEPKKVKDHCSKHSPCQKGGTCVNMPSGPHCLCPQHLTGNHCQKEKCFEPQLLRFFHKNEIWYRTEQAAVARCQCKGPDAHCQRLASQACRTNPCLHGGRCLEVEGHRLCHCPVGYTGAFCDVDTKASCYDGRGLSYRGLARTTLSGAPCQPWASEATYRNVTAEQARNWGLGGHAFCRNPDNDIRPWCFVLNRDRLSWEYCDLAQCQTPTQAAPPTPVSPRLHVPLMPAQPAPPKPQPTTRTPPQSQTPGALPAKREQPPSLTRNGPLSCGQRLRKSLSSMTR
Target sequence (P00748 373-615 limits assumed): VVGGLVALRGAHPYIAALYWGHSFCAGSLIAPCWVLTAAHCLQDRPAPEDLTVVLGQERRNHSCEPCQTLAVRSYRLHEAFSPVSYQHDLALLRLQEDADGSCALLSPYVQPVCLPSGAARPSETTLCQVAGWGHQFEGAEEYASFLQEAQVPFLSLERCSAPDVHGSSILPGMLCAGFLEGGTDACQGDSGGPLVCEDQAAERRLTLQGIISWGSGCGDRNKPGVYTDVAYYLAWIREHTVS
Mdm2 ligase inh: inhibitors of human Mdm2 E3 ubiquitin ligase; 210,000 compounds, 0.11% hits; signal enhancement, % at 5 µM; AID 1230; Q00987; cell-based MDM2 ubiquitination luciferase reporter, 2 h; 0 = plate control, 100 = twice control, blank-subtracted;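 active = signal enhancement of 30% or more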;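 also: luminescence tracks abundance of the self-degrading MDM2-luciferase fusion protein; higher signal means inhibition of MDM2 E3 ligase activity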
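System: stable MDM2–luciferase fusion reporter cells / Input: 2000 cells seeded into each well / Schedule: 4 h settle plus 2 h compound, 37 °C / Compound: single-point 5 µM / Buffer or medium: cells held in DMEM / Benchmarks: control and blank well means / Evaluation: percent signal gain over controls, blank-subtracted / Measured by: luciferase luminescence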
Wee1 degr inh: inhibitors of human Wee1 degradation | HeLa Luc-Wee1K328M stability, luciferase luminescence; 100% = proteasome inhibitor MG132 effect | reporter increase, % at 5 µM | 220,000 compounds, 1.2% hits;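 active = activation above the mean of all tested compounds plus 3 SD, set per screening run, cut at about 8.8% in these data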;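 also: cells exposed to compound for 20 h before luminescence read; 0% = DMSO alone and 100% = MG132 at 30 µM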
Rad51 HR inh: Rad51 (human) homologous recombination inhibition; Q06609; hRad51 DNA strand exchange, fluorescence dequenching; inhibition, % at 10 µM; 200,000 compounds, 0.085% hits;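 active = inhibition above 40% at the single screening dose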;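 also: 0% = DMSO control wells and 100% = blanks with heterologous ssDNA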
Target sequence (Q06609 whole entry, looked up): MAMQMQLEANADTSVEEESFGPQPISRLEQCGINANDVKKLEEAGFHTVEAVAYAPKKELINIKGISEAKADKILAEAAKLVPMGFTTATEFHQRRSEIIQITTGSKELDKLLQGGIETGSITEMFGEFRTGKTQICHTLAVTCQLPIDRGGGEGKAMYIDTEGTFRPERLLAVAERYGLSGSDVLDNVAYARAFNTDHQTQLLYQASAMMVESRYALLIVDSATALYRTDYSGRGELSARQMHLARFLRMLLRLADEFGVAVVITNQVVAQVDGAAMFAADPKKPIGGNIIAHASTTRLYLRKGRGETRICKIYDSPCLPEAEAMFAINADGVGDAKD
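System: hRad51 filaments on single-stranded DNA; reagent: Fluorescein- and BHQ1-tagged 47-mer duplex; compound dosing: one concentration, 10 µM final; timing: filaments 15 min 37 °C, then compound 30 min; measured by: fluorescein emission 520 nm, excitation 485 nm; benchmarks: per-plate controls and blanks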
An asterisk follows results filed as active; . = not tested or not shown; [ ] = dose if it differs, or a comment.

SMILES	p97 ATPase inh	14-3-3 Bad inh	eIF4E 4G PPI	hK5 inh	FXIa inh	FXIIa inh 1536	Mdm2 ligase inh	Wee1 degr inh	Rad51 HR inh
CCOC(=O)c1ccc(Nc2nnc(C(C)(C)C)c(=O)[nH]2)cc1	1	1	1	3	18	20	-26	1	5
O=C(Cn1[nH]c(=O)c2ccccc2c1=O)OCC(=O)N(Cc1ccccc1)Cc1ccccc1	-4	-7[fluorescence artefact?]	3	8	0	3	-14	4	3
O=c1[nH]c(CS(=O)(=O)c2ccccc2)nc2ccccc12	5	-3	0	-4	7	12	-4	-3	-7
CNc1ccc2nnc(C(F)(F)C(F)(F)C(F)(F)F)n2n1	-1	-9	-2	2	1	7	-7	-4	-7
O=C1c2ccccc2C(=O)N1CCC(=O)N1CCCc2ccccc21	-3	-10	4	-10	2	16	6	-1	5
N#CC(C#N)=Cc1ccccc1OCc1ccccc1	8	4	8	-2	-3	4	4	-3	7
COc1cccc(C(=O)NC(=O)Nc2cc(C)on2)c1	-3	-6	4	.	-4	5	-20	3	.
CC1CCCCC1NC(=O)COC(=O)c1ccc(S(=O)(=O)NCc2ccco2)cc1 (stereo not drawn)	1	44	6	-4	-11	-1	-11	2	7
O=C(C(=O)N1CCN(c2ccccc2F)CC1)c1c[nH]c2ccccc12	0	-4	-4	-10	-3	3	-2	-2	11
CCCCC[n+]1ccn(-c2nc3ccccc3nc2[N-]S(=O)(=O)c2ccccc2)c1	-1	7	-3	1	4	7	-9	5	.
Cc1cccc(NC(=S)N/N=C/c2cccc([N+](=O)[O-])c2)c1	0	-3	-5	-3	-1	8	-14	-1	0
Cc1noc(C)c1COC(=O)COc1cccc2c1OC(C)(C)C2	-2	-5	-2[fluorescence artefact?]	-2	-3	8	-2	-1	13
COc1cc(Cl)c(C)cc1NC(=O)c1ccc(NS(=O)(=O)c2ccc(F)c(F)c2)cc1	1	-5	-8	-17	-3	-4	-39	-3	10
O=C(Nc1nnc(SCc2ccc(Cl)cc2Cl)s1)C1COc2ccccc2O1 (stereo not drawn)	1	1	5	14	4	7	-5	-1	.
COc1ccc2cc(C(=O)C3CCCN(C(=O)CSc4nnc(C)o4)C3)ccc2c1 (stereo not drawn)	0	4	3	.	-5	-1	-13	-4	.
Cc1ccc(NC(=O)CSCc2c(C)noc2C)cc1C	-2	-15	7	-20	9	18	-9	1	-7
COC(=O)c1cc(Cl)nc2ccccc12	3	7	0	-4	-4	3	-1	-5	-3
O=C(Nc1cc(C(F)(F)F)ccc1N1CCOCC1)C1Cc2ccccc2CN1C(=O)c1ccco1 (stereo not drawn)	7	22[fluorescence artefact?]	5	0	-4	10	-5	-3	2
OCCC1CN(Cc2cnc(-c3ccccc3)s2)CCN1C1CCCC1 (stereo not drawn)	-3	-13	-1	-3	-4	3	-2	0	9
COc1ccc(N2CC(C(=O)Nc3nc4ccccc4s3)CC2=O)cc1 (stereo not drawn)	5	-2	3	3	2	4	-5	-4	0
O=C(Nc1ccc(NC(=O)c2ccco2)cc1)c1ccc2c(c1)OCCO2	2	3	-5	1	-3	3	1	-1	-3
O=[N+]([O-])c1ccc(Cl)c(/C=N/N2CCN(Cc3ccccc3Cl)CC2)c1	-2	-2	5	-7	-6	15	-7	-1	-7
CCOC(=O)CC(=O)CSc1nc2nc(C)cc(C)n2n1	6	6[fluorescence artefact?]	0[fluorescence artefact?]	6	0	13	-5	1	-2
CC(c1nc2ccccc2o1)N1C(=O)c2ccccc2C1=O (stereo not drawn)	1	3	-3	-1	9	17	.	0	0
CCOC(=O)c1cccc(NS(=O)(=O)c2c(C)[nH]c(=O)[nH]c2=O)c1	-2	-9	-4	22	5	-15	-16	-1	-1
COc1ccc(N(C)S(=O)(=O)c2cccc(C(=O)Nc3ccc4c(c3)OCCO4)c2)cc1	6	-2	-1	1	4	10	-9	0	-9
O=C(CCSCc1ccc(Cl)cc1)NCCc1ccccc1	-6	-2[fluorescence artefact?]	-1	-21	3	8	.	7	.
CS(=O)(=O)Nc1nnc(SCC(=O)Nc2cccc([N+](=O)[O-])c2)s1	7	7	2	1	4	12	-10	0	-1
CCOC(=O)c1c(C)[nH]c(C(=O)OCC(=O)Nc2ccc(OC)c(Cl)c2)c1C	1	36	-3[fluorescence artefact?]	13	0	16	-10	0	6
O=C(O)CCn1c(=S)oc2ccccc21	1	3	0	-6	7	14	.	0	5
CC(=O)NC(=S)Nc1ccc(-c2nc3ccc(C)cc3s2)cc1	0	-9	-27	-6	-3	9	-24	-1	5
COc1ccc(C)cc1NC(=O)C(Sc1nnc2ccccn12)c1ccccc1 (stereo not drawn)	-3	-7	-4	-10	-1	3	-5	3	.
O=C(CSc1nncs1)NCc1ccc(F)cc1	5	-9	3	-1	-3	4	6	0	0
COCCN(C(=S)Nc1ccc(OC)cc1)C1CCN(C(C)C)CC1	-2	-3[fluorescence artefact?]	0[fluorescence artefact?]	-34	3	6	.	0	.
O=C(NC(NCc1ccccc1)C(Cl)(Cl)Cl)c1cccnc1 (stereo not drawn)	6	-1	-5	3	-11	9	-3	0	-11
Cc1ccc(/C=N/NC(=O)c2nc3nc(C)cc(C)n3n2)cc1	6	-1[fluorescence artefact?]	-1	-5	0	12	-15	4	8
COc1cccc(CN2CCN(c3cccc(C(F)(F)F)c3)CC2)c1OC	4	66	2	-9	5	9	3	2	0
Cc1cccc(N2CN=C3SCC(=O)N3C2)c1	-2	-8	-1	5	3	2	-11	2	10
Cc1cc(C)c2c(=O)n(CC(=O)N3CCC(Cc4ccccc4)CC3)sc2n1	0	-10	6	-5	-6	4	-11	-3	.
O=C(NC(=S)Nc1nc(-c2ccccc2)cs1)c1cccnc1	1	-21	-5	-29	-4	4	-7	-1	14
O=C(CSCc1ccco1)c1ccc(Cl)s1	4	21	0	10	-4	7	-24	2	10
COc1ccc(Cc2nnc(NS(C)(=O)=O)s2)cc1	4	25	9	-6	-4	16	-14	1	2
O=C(COC(=O)C1CC1)c1c[nH]c2ccccc12	-10	2	-2	1	3	15	6	2	-2
O=C(NCc1cccs1)N[C@@H](Cc1ccccc1)C(=O)O	-1	-2	-1	-17	4	11	-16	1	10
Cc1cc(C)n2c(SCc3c(C)noc3C)nnc2n1	1	3	6	-3	8	17	-5	2	-11
Cc1cc(C)c(NC(=O)COC(=O)Cc2ccsc2)c(C)c1	-4	-6	-4	-4	0	7	-11	-1	-3
COc1ccc2[nH]c(=O)c(CNc3ccc(C)c(C)c3)cc2c1	4	2	7	4	1	15	-14	-4	-3
O=C(CCN1CCCCC1)NCNC(=O)CCN1CCCCC1	-3	1[fluorescence artefact?]	-8[fluorescence artefact?]	-9	-2	20	-14	5	0
CCN(CC)CC(C)OC(=O)c1ccccc1Cl (stereo not drawn)	-4	-2	-2	9	-5	5	-12	-1	-11
O=C(c1cc(-c2cccs2)on1)N1CCCc2ccccc21	1	-3	0	-2	8	22	-12	4	-3
CC(=O)Nc1ccccc1OCc1nnc(-c2cccs2)o1	-4	-6	-14	1	-2	10	-3	0	6
CCOC(=O)c1ccc(NC(=O)Nc2cc(C)on2)cc1	1	-6	6	-18	-1	14	-6	-3	5
COc1cc(/C=C2\SC(=N)N(c3ccc4c(c3)OCO4)C2=O)cc(OC)c1O	5	9	4	-7	9	6	1	0	4
CC1(C)CC2(CCO1)OC(=O)CC2C(=O)Nc1ccc(Cl)cc1[N+](=O)[O-] (stereo not drawn)	-5	-2	-1	-7	-7	0	12	-2	-2
Cc1ccc(C(C)C)c(OCC(=O)N/N=C/c2cccn2C)c1	2	-1	1	2	0	7	-13	1	.
CNC(=O)/C(C#N)=C\c1cc(C)n(-c2ccc(N3CCOCC3)cc2)c1C	6	-11	-1	-1	-1	4	-7	0	-2
CCOc1ccc(NC(=O)COC(=O)Cn2cnnn2)cc1OCC	1	12	2	-2	-8	17	-8	3	-4
Cc1ccc2cc(CCl)c(Cl)nc2c1	9	-2	-8	-6	-3	8	.	3	6

Single entries from the list.
Rad51 HR inh, COc1ccc2[nH]c(=O)c(CNc3ccc(C)c(C)c3)cc2c1 is entered as -3
FXIIa inh 1536, Cc1ccc2cc(CCl)c(Cl)nc2c1 is entered as 8
Rad51 HR inh, O=C(c1cc(-c2cccs2)on1)N1CCCc2ccccc21 is entered as -3

In the list so far, these contain an aryl methoxy group:
SMILES	p97 ATPase inh	14-3-3 Bad inh	eIF4E 4G PPI	hK5 inh	FXIa inh	FXIIa inh 1536	Mdm2 ligase inh	Wee1 degr inh	Rad51 HR inh
COc1cccc(C(=O)NC(=O)Nc2cc(C)on2)c1	-3	-6	4	.	-4	5	-20	3	.
COc1cc(Cl)c(C)cc1NC(=O)c1ccc(NS(=O)(=O)c2ccc(F)c(F)c2)cc1	1	-5	-8	-17	-3	-4	-39	-3	10
COc1ccc2cc(C(=O)C3CCCN(C(=O)CSc4nnc(C)o4)C3)ccc2c1 (stereo not drawn)	0	4	3	.	-5	-1	-13	-4	.
COc1ccc(N2CC(C(=O)Nc3nc4ccccc4s3)CC2=O)cc1 (stereo not drawn)	5	-2	3	3	2	4	-5	-4	0
COc1ccc(N(C)S(=O)(=O)c2cccc(C(=O)Nc3ccc4c(c3)OCCO4)c2)cc1	6	-2	-1	1	4	10	-9	0	-9
CCOC(=O)c1c(C)[nH]c(C(=O)OCC(=O)Nc2ccc(OC)c(Cl)c2)c1C	1	36	-3[fluorescence artefact?]	13	0	16	-10	0	6
COc1ccc(C)cc1NC(=O)C(Sc1nnc2ccccn12)c1ccccc1 (stereo not drawn)	-3	-7	-4	-10	-1	3	-5	3	.
COCCN(C(=S)Nc1ccc(OC)cc1)C1CCN(C(C)C)CC1	-2	-3[fluorescence artefact?]	0[fluorescence artefact?]	-34	3	6	.	0	.
COc1cccc(CN2CCN(c3cccc(C(F)(F)F)c3)CC2)c1OC	4	66	2	-9	5	9	3	2	0
COc1ccc(Cc2nnc(NS(C)(=O)=O)s2)cc1	4	25	9	-6	-4	16	-14	1	2
COc1ccc2[nH]c(=O)c(CNc3ccc(C)c(C)c3)cc2c1	4	2	7	4	1	15	-14	-4	-3
COc1cc(/C=C2\SC(=N)N(c3ccc4c(c3)OCO4)C2=O)cc(OC)c1O	5	9	4	-7	9	6	1	0	4

Bioassay records (PubChem)

Rows were taken by chance. About 3.5% of those tested had a hit in this group.
